Assay outcomes (PubChem BioAssay)
PMI inhibition: human PMI inhibitors, high substrate, primary screen, biochemical, fluorescence intensity, high mannose 6-phosphate (AID 1220). inhibition, % at 20 µM, or IC50 in µM where a hit was titrated. recombinant PMI enzyme, coupled fluorescence intensity; higher % means a stronger effect. actives 0.66% (n = 190,000)
WT yeast gro inh: growth inhibition of WT yeast, mitochondrial fusion screen; mitochondrial fusion phenotypic screen, WT strain; AID 1362; actives 2.1% (n = 190,000); inhibition, % at 10 µM; in the data active means inhibition above about 58%; tested in S. cerevisiae
P. falciparum M17LAP: P. falciparum M17LAP inhibitors, primary screen, biochemical, fluorogenic H-Leu-NHMec substrate, 1536-well (AID 1619). actives 0.38% (n = 220,000). recombinant M17LAP, H-Leu-NHMec fluorogenic kinetic assay; higher % means a stronger effect. one-dose inhibition, % at 30 µM; IC50 in µM for titrated hits;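 active means compound inhibiting the enzyme by more than half at any dose during confirmatory dose-response retesting; inconclusive means strong single-dose inhibitors picked by rank but not retested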;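 further: plate controls were full reaction with DMSO carrier for no effect and no enzyme background for full effect; strong numbers were not always called active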
TNAP activation fold: human TNAP enzyme activators, primary screen, biochemical, luminescent, no phosphate acceptor, uHTS (AID 1001) | purified TNAP, luminescent activation assay, no phosphate acceptor; higher activation fold means a stronger effect | activation fold at 20 µM; hits with a dose series show EC50 in µM | actives 0.03% (n = 200,000); in the data active means activation fold from about 3, or a potency from the dose series; inactive means the rest, 99 in 100 with activation fold below about 1.6; further: many of its hits are not listed in these tables
M1AAP inhibition: malaria alanyl aminopeptidase activity blockers – biochemical, fluorogenic H-Leu-NHMec substrate, 1536-well (AID 1445). recombinant M1AAP, H-Leu-NHMec fluorogenic kinetic assay; higher % means a stronger effect. one-dose inhibition, % at 30 µM; IC50 in µM for titrated hits. actives 0.42% (n = 220,000);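 active means primary inhibition above the hit cutoff, then over 50% inhibition at one or more dose response concentrations, cut at about 23% in these data, passing the limit was not always enough; inconclusive means conflicting primary data, or primary hits not chosen for dose response; inactive means low primary inhibition, or under 50% at every dose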;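 further: plate controls were DMSO full reaction for no effect and no enzyme background for full effect; strong numbers were not always called active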
LYP phosphatase: PTPN22 lymphoid phosphatase activity blockers – biochemical, fluorescence intensity, uHTS (AID 1779). recombinant LYP phosphatase, fluorescence intensity; higher % means a stronger effect. actives 0.054% (n = 290,000). inhibition, % at 11.5 µM; hits with a dose series show IC50 in µM;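 further: plate controls were vehicle with enzyme for no effect and no enzyme for full effect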
human PMI inhibition: MPI enzyme activity inhibition – biochemical, fluorescence intensity, coupled assay, primary screen (AID 1209); purified PMI enzyme, coupled fluorescence intensity; higher % means a stronger effect; actives 0.42% (n = 190,000); inhibition, % at 20 µM; hits with a dose series show IC50 in µM;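 further: plate controls were DMSO vehicle for no effect and wells lacking substrate for full effect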
XIAP displacement: XIAP antagonists, biochemical, IAP family, fluorescence polarization (AID 1018); XIAP BIR domain, fluorescence polarization peptide displacement; higher % means a stronger effect; one-dose displacement, % at 20 µM; IC50 in µM for titrated hits; actives 0.007% (n = 200,000); in the data active means displacement above about 50%; further: a part of the inactive calls stands beside numbers as strong as those of hits
Yfh1-off respiration: mitochondrial function rescue without frataxin homolog – Friedreich's ataxia, plus single-dose screen, dose response (AID 1465) | S. cerevisiae Yfh1-off respiration, WST-1 reduction, 72 h; higher fold induction means a stronger effect | one-dose fold induction at 50 µM; EC50 in µM for titrated hits | actives 0.074% (n = 220,000);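 active means fold induction of absorbance versus untreated yeast above a set limit, then at least 30% activation at any dose in follow-up; inconclusive means repeats straddling the limit, or above it without dose testing; inactive means fold induction below the set limit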;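 further: activators that raise dye reduction in frataxin-depleted yeast; strong numbers were not always called active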
WT yeast gro inh mutant strain: further read-out of WT yeast gro inh, marked with its call; inhibition, %; mitochondrial fusion phenotypic screen, mutant strain inhibition
Starred values were filed as active, the others as inactive; i = inactive; ? = inconclusive; . = not tested or not shown. Unless noted, no stated cut-off is given here; in the data, active means inhibition above about 50%; inactive means the rest. This is a random part of the collection (roughly 3.7% active in at least one column).

SMILES	PMI inhibition	WT yeast gro inh	WT yeast gro inh mutant strain	P. falciparum M17LAP	TNAP activation fold	M1AAP inhibition	LYP phosphatase	human PMI inhibition	XIAP displacement	Yfh1-off respiration
CCCCOc1ccc(NC(=O)[C@@H]2CCCN2C(=O)C2CCN(S(=O)(=O)c3ccc(C)cc3)CC2)cc1	17%	27	0	-4%	1.4	-2%	4%	12%	-1.1%	i
CCOC(=O)c1ccccc1-c1cn2cc(Cl)ccc2n1	20%	9	8	-2%	1.1	-4%	-2%	-6%	-2.5%	i
Cc1cc(C(=O)OCc2nc3ccccc3s2)c(C)o1	5%	1	-5	1%	1.1	10%	4%	15%	-1.2%	.
CC1Cc2ccccc2N1C(=O)C1CCCCN1S(=O)(=O)c1ccccc1 (stereo not given)	0%	1	3	9%	1.1	5%	-4%	0%	-7.4%	i
CCc1ccccc1NC(=O)CCc1nc(-c2cccs2)no1	0%	19	0	1%	1.1	-3%	-9%	1%	-3.7%	i
COC(=O)c1ccc(CS(=O)(=O)c2ccccc2C)o1	.	-4	-7	6%	.	10%	.	.	.	i
COc1ccc(CCNC(=O)C2CCN(S(=O)(=O)c3cc(OC)ccc3OC)CC2)cc1	6%	-16	-7	9%	1.2	14%	-2%	5%	2.8%	i
CCCCc1nc2ccccc2n1CC(=O)NN	-9%	-7	14	15%	1.1	8%	-4%	4%	-2.1%	i
CCOC(=O)N1CCN(C(=O)c2ccc(CSc3ccc(Cl)cc3)cc2)CC1	8%	47	36	5%	1	2%	7%	9%	-7.1%	i
Cc1ccc(CC(=O)N2CCN(c3ccccn3)CC2)cc1	1%	-9	-8	16%	1.1	4%	-4%	6%	-4.2%	i
COC(=O)c1cccc(C23CC4(C2)[C@H](CN(C)[C@@H]4c2ccccc2)C3c2ccc(C(F)(F)F)cc2)c1 (stereo not given in full)	.	.	.	4%	.	-1%	0%	.	.	i
Cc1cc(C)nc(NC(C)(C)C(=O)O)n1	3%	-2	-6	.	1.1	.	-8%	12%	-4.0%	i
C#CCOC(=O)c1csc2nnsc12	-11%	5	7	-9%	1	-6%	-1%	-11%	-0.8%	i
O=S(=O)(c1ccccc1)c1nc(-c2ccco2)oc1NCc1ccco1	-42%	17	22	1%	1.1	5%	1%	-21%	-2.5%	i
CSc1nc2nc3c(cc2c(=O)n1-c1ccccc1C)COC(C)(C)C3	.	.	.	-7%	.	1%	-5%	.	.	i
CC(=O)OCC(=O)Nc1ccc(N=Nc2ccccc2)cc1	4%	7	11	9%	0.9	22%	-5%	13%	-1.2%	i
Cc1cc(=O)oc2cc(NC(=S)NCc3cccnc3)ccc12	-4%	3	-1	-17%	1.1	8%	5%	-5%	-7.3%	i
CCCCCOC(=O)c1ccccc1C(=O)O	4%	-7	11	0%	1	1%	-7%	6%	-7.8%	i
CCC(C)NC(=O)C1c2ccccc2C(=O)N1Cc1ccc(OC)cc1OC (stereo not given)	3%	-9	1	10%	1.1	1%	-9%	10%	-1.8%	i
Cn1cc(S(=O)(=O)N2CCC(Cc3ccccc3)CC2)c(=O)n(C)c1=O	-2%	8	-10	5%	1.1	5%	-10%	0%	-0.6%	i
COc1ccc(Cc2c(O)nc(SCC(=O)NC(C)(C)C)[nH]c2=O)cc1	-13%	-7	8	-1%	1.1	7%	-5%	-3%	-1.5%	i
C=C(c1ccc(O)cc1)c1ccc(O)cc1	4%	2	2	9%	1.1	4%	4%	8%	-14%	i
Cc1nc2ccc(S(=O)(=O)Nc3cccc(-c4nc5cccnc5s4)c3)cc2s1	-1%	72*	26*	0%	1.1	7%	-5%	0%	-1.4%	i
Cc1ccc(C(=O)N/C(=C\c2ccc(Br)cc2)c2nc(=S)[nH][nH]2)cc1	-45%	14	7	11%	0.8	?	3%	-11%	-5.0%	?

Retrieved by compound from above (7):
SMILES	PMI inhibition	WT yeast gro inh	WT yeast gro inh mutant strain	P. falciparum M17LAP	TNAP activation fold	M1AAP inhibition	LYP phosphatase	human PMI inhibition	XIAP displacement	Yfh1-off respiration
Cc1nc2ccc(S(=O)(=O)Nc3cccc(-c4nc5cccnc5s4)c3)cc2s1	-1%	72*	26*	0%	1.1	7%	-5%	0%	-1.4%	i
CSc1nc2nc3c(cc2c(=O)n1-c1ccccc1C)COC(C)(C)C3	.	.	.	-7%	.	1%	-5%	.	.	i
CC(=O)OCC(=O)Nc1ccc(N=Nc2ccccc2)cc1	4%	7	11	9%	0.9	22%	-5%	13%	-1.2%	i
C#CCOC(=O)c1csc2nnsc12	-11%	5	7	-9%	1	-6%	-1%	-11%	-0.8%	i
Cc1ccc(C(=O)N/C(=C\c2ccc(Br)cc2)c2nc(=S)[nH][nH]2)cc1	-45%	14	7	11%	0.8	?	3%	-11%	-5.0%	?
C=C(c1ccc(O)cc1)c1ccc(O)cc1	4%	2	2	9%	1.1	4%	4%	8%	-14%	i
Cc1cc(=O)oc2cc(NC(=S)NCc3cccnc3)ccc12	-4%	3	-1	-17%	1.1	8%	5%	-5%	-7.3%	i

(list continues)
SMILES	PMI inhibition	WT yeast gro inh	WT yeast gro inh mutant strain	P. falciparum M17LAP	TNAP activation fold	M1AAP inhibition	LYP phosphatase	human PMI inhibition	XIAP displacement	Yfh1-off respiration
COc1cc(NC(=O)c2cccs2)c(C(=O)OCC(=O)NCc2ccccc2)cc1OC	-6%	8	4	14%	1.2	10%	-4%	1%	-5.3%	?
CCOC(=O)N1CCN(c2nc(C)c3c(n2)CC(C)CC3=O)CC1 (stereo not given)	-7%	-29	-1	-8%	1.1	0%	3%	-1%	-5.3%	i
CCn1c(SCC(=O)c2ccc3c(c2)OCCO3)nnc1-c1ccco1	-7%	-6	-8	16%	1.1	3%	-2%	1%	-1.0%	i
CC(=O)Nc1ccc(NS(=O)(=O)c2cc(C)sc2C)cc1	62%*	-1	-4	-7%	1	-1%	-3%	25%	-4.0%	i
O=C(Nc1ccccc1C(F)(F)F)N1CCN(c2ccc3nncn3n2)CC1	18%	-4	-46	14%	1.1	-1%	-5%	15%	-9.9%	i
CCCCSc1nnc(CCNC(=O)OC(C)(C)C)o1	.	.	.	-2%	.	3%	-6%	.	.	i
CCN(CC)C(=O)CC(c1ccc2c(c1)OCO2)c1c(OC)cc(OC)c2c(-c3ccccc3)cc(=O)oc12 (stereo not given)	.	.	.	-2%	.	7%	2%	.	.	i
CCCC(=O)Nc1cccc(S(=O)(=O)N(C)c2ccccc2)c1	-6%	-17	-13	5%	1	-4%	-5%	4%	72%	i
Cc1ccc2nsnc2c1S(=O)(=O)N1CCN(Cc2ccc3c(c2)OCO3)CC1	15%	7	-19	17%	1	4%	0%	16%	-4.1%	i
Nc1cccnc1Oc1ccccc1F	.	.	.	-6%	.	0%	-8%	.	.	i
COc1ccc(-c2c3c(=O)n(C)c(=O)n(C)c3cn2-c2ccccc2O)cc1	.	.	.	3%	.	6%	-5%	.	.	i
CCC1(CC)Cc2ccccc2C(N)=C1C#N	12%	-32	-3	9%	1	5%	-2%	12%	-6.2%	i
CCOCCCN1C(=O)CN(C2CCCCC2)C(=O)C1c1ccc(OC)c(OC)c1 (stereo not given)	-3%	-35	-4	0%	1.1	8%	-5%	-2%	-3.2%	i
CCOC(=O)c1c(C)[nH]c(O)c1C=Nc1ccccc1	10%	-1	-7	3%	1	2%	-6%	-9%	2.0%	i
CCOC(=O)N1CCN(C(=O)c2cc3c(=O)[nH]c4ccccc4c3s2)CC1	3%	6	-13	2%	1.1	9%	3%	-4%	-6.8%	.
Cc1nn(C)c(Cl)c1/C=C/C(=O)O	-1%	-3	13	4%	1	5%	-8%	-8%	-7.2%	i
CCCc1ccc(C(=O)NC(=O)c2ccccc2O)cc1	.	.	.	-1%	.	3%	-2%	.	.	i
COC(=O)C1=C(C)NC(C)=C(C(=O)OC)C1c1ccc(C)o1	.	.	.	15%	.	8%	-6%	.	.	i
COc1ccc(CNC2CCCC2)c(OC)c1OC	-3%	-5	-9	5%	1	2%	-3%	-2%	-4.4%	i
O=C(O)CN(Cc1ccco1)S(=O)(=O)c1ccc(F)cc1	.	6	-12	8%	.	-7%	.	.	.	i
O=C(CCCC(=O)OCC(F)(F)C(F)F)Nc1ccc(NC(=O)CCCC(=O)OCC(F)(F)C(F)F)cc1	-9%	-4	21	-5%	1.1	13%	-11%	-5%	-3.8%	i
CC(=O)N1CC23C=CC(CC2CC12CCCCCC2)O3 (stereo not given)	-5%	7	-13	3%	1.1	-12%	-10%	-2%	-4.2%	i
C(=N\C(/N=C/c1ccco1)c1ccco1)/c1ccco1	25%	-14	-13	-3%	1.1	17%	-2%	2%	-0.3%	i
O=C1C2CCCN2C(c2ccc(F)cc2)N1c1cccc(Cl)c1 (stereo not given)	-2%	6	-1	0%	1.1	-3%	-4%	-2%	-0.5%	i

Entries above shown as hits in PMI inhibition:
molecule | PMI inhibition | WT yeast gro inh mutant strain | P. falciparum M17LAP | TNAP activation fold | M1AAP inhibition | LYP phosphatase | human PMI inhibition | XIAP displacement
CC(=O)Nc1ccc(NS(=O)(=O)c2cc(C)sc2C)cc1 | 62%* | -4 | -7% | 1 | -1% | -3% | 25% | -4.0%

(cont.)
SMILES	PMI inhibition	WT yeast gro inh	WT yeast gro inh mutant strain	P. falciparum M17LAP	TNAP activation fold	M1AAP inhibition	LYP phosphatase	human PMI inhibition	XIAP displacement	Yfh1-off respiration
Cc1noc(C)c1C(=O)N1CCN(Cc2ccccc2)CC1	-1%	-9	-30	-14%	1.2	-2%	-6%	-6%	-6.9%	i
O=C(NCCCN1CCCC1)C1CCC(=O)N1C1CCCCC1 (stereo not given)	4%	9	16	12%	1	2%	-6%	-2%	-2.0%	i
CCCNCc1cc(Br)ccc1OCC(=O)NCCc1ccccc1	5%	19	10	4%	1.2	1%	1%	-3%	-15%	i
COc1ccc(CNS(=O)(=O)c2ccc(OC)cc2)cc1	-2%	4	-1	-1%	1.1	8%	4%	5%	0.5%	i
COc1ccc(/C(O)=C2\C(=O)C(=O)N(CC3CCCO3)C2c2cc(OC)ccc2OC)cc1 (stereo not given)	5%	-4	3	-2%	1.1	6%	-8%	9%	-5.2%	i
Cc1ccc(-c2cc(C(=O)NCCN3CCOCC3)no2)cc1	13%	-16	-4	13%	1	6%	-2%	11%	-0.3%	i
Cc1nn(-c2ccccc2)c2sc(C(=O)OCN3C(=O)c4ccccc4C3=O)cc12	18%	11	-6	.	1.1	.	-4%	11%	-3.2%	i
CCc1cccc(CC)c1NC(=O)CSc1nnc(CCC(=O)O)c(=O)[nH]1	3%	-7	-2	20%	1	3%	-6%	-2%	2.8%	i
Cc1nnc(SCC(=O)Nc2sc3c(c2C(N)=O)CCCC3)[nH]c1=O	3%	-31	5	50%	1	12%	-4%	-5%	-5.3%	i
CC1Cc2ccccc2N1C(=O)COC(=O)c1ccc(S(=O)(=O)N(C)C)cc1 (stereo not given)	-1%	-4	-7	-10%	1.1	-5%	-8%	-12%	-0.4%	i
